# Bim-Bcl-W – inhibitors of Bim-Bcl-W interaction, human; hit rate 0.02% among 190,000; inhibition, % at 10 µM; Q92843; bead-based flow cytometry, Bim peptide-Bcl-W binding; AID 952;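 also: 0% = bound tracer without compound and 100% = peptide blocker; higher means less fluorescent Bim peptide bound to Bcl-W beads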
# Mcl-1 Bim block – inhibitors of Bim-Mcl-1 interaction, human | Bead-based flow cytometry, Bim peptide-Mcl-1 binding | hit rate 0.1% among 190,000 | inhibition, % at 10 µM | Q07820;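 also: 0% = no compound tracer wells and 100% = peptide blocker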
# Target sequence (Q07820 whole entry, looked up): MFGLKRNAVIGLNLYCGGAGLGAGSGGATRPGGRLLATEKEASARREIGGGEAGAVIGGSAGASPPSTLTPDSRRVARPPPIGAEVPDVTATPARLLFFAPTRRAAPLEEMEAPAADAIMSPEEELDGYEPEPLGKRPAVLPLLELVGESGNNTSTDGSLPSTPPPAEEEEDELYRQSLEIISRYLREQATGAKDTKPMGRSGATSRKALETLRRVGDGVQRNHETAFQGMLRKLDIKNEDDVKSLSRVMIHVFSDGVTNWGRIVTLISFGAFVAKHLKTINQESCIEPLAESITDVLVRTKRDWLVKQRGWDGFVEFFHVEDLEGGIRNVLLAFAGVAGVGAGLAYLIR
# RGS7-Gao reg – human RGS7-Galphao interaction regulation; Multiplexed bead flow cytometry, RGS7-Galphao binding; actives lie on both sides; hit rate 0.35% among 220,000; P09471; binding response (% of control), % at 10 µM; in the data active = binding response below about 49% or above about 150%; inconclusive = no clear call, values can overlap the other calls; inactive = in between;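 also: fluorescent Galphao held in activated GDP-AlF4 state binding bead-coupled RGS7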
# Bim-Bfl-1 – disrupts Bim binding to human Bfl-1. AID 1008. inhibition, % at 10 µM. Bead-based flow cytometry, Bim-Bfl-1 binding inhibition. Q16548. hit rate 0.12% among 190,000;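 also: 0% = wells without compound plus tracer and 100% = blocker peptide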
# Bim-Bcl-B – human Bim-Bcl-B interaction inhibition | Q9HD36 | inhibition, % at 10 µM | hit rate 0.073% among 190,000 | bead-based flow cytometry, Bim peptide-Bcl-B binding;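 also: 0% = tracer peptide without compound and 100% = reference inhibitor peptide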
# RGS4-Gao reg – human RGS4-Galphao interaction regulation; P09471; Multiplexed bead flow cytometry, RGS4-Galphao binding; actives lie on both sides; binding response (% of control), % at 10 µM; hit rate 0.33% among 220,000; in the data active = binding response below about 49% or above about 150%; inactive = in between;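 also: fluorescent Galphao activated with aluminum fluoride binding bead-coupled RGS4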
# Mcl1-Bid inh – Mcl-1/Bid interaction inhibition; TR-FRET Mcl-1/Bid-Dy647 peptide binding, 1536-well; Q07820; hit rate 0.97% among 220,000; inhibition, % at 21.7 µM;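 active = compounds that cut the binding signal by more than half at the single screening dose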;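 also: His-tagged Mcl-1 with europium anti-His antibody binding Bid BH3 peptide; 0% = Mcl-1 plus peptide wells and 100% = peptide-only wells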
# RGS8-Gao – human RGS8-Galphao interaction regulation; P09471; multiplexed bead flow cytometry, RGS8-Galphao binding; actives lie on both sides; response (percent of control binding), % at 10 µM; hit rate 0.34% among 220,000; in the data active = response below about 60% or above about 140%; inactive = in between;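 also: Galphao activated as the GDP aluminium fluoride complex binding bead-coupled RGS8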
# GSH bead fluor – compound fluoresces at 488/530 nm on GSH beads; GSH beads flow cytometry, compound fluorescence 488/530 nm; stronger effect = higher value; fluorescence (KMESF) at 10 µM; hit rate 0.25% among 190,000; AID 1776; in the data active = fluorescence above about 89;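 also: glutathione beads carrying GST-tagged Bcl family fusion proteins plus one bare bead set; values are compound well signal with DMSO vehicle wells as background; inactives centre near 16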
# Bim-Bcl-2 – disrupts Bim peptide binding to human Bcl-2 | hit rate 0.06% among 190,000 | Bead-based flow cytometry, Bim peptide-Bcl-2 binding | inhibition, % at 10 µM | AID 950; in the data active = inhibition above about 40%; inconclusive = no clear call, values can overlap the other calls;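 also: 0% = no compound wells with probe peptide and 100% = reference peptide inhibitor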
# Target sequence (P10415 whole entry, looked up): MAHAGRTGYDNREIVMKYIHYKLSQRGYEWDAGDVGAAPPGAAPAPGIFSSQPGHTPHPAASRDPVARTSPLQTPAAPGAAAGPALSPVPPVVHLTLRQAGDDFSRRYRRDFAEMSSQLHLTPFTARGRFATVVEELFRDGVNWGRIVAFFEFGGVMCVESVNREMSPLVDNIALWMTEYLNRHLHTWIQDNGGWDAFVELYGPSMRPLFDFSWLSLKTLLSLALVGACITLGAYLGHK
# Bcl-XL Bim block – human Bim-Bcl-XL interaction inhibition. Bim peptide-Bcl-XL binding, bead flow cytometry, fluorescence. Q07817. AID 1007. inhibition, % at 10 µM. hit rate 0.04% among 190,000
# Target sequence (Q07817 whole entry, looked up): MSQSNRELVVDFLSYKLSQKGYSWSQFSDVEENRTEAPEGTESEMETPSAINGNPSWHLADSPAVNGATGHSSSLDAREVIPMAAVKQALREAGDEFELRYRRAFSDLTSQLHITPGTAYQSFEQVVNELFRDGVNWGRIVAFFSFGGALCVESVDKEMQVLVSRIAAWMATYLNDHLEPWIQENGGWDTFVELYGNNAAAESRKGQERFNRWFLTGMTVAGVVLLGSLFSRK
# Numbers without * were called inactive; u = inconclusive. Rule as the data show it, unless noted: active = inhibition above about 40%.
SMILES,Bim-Bcl-W,Mcl-1 Bim block,RGS7-Gao reg,Bim-Bfl-1,Bim-Bcl-B,RGS4-Gao reg,Mcl1-Bid inh,RGS8-Gao,GSH bead fluor,Bim-Bcl-2,Bcl-XL Bim block
Cc1ccc(N(CC(=O)O)S(C)(=O)=O)cc1Cl,-5,0,107,0,-1,104,8,102,20,0,0
COc1ccc(/C(N)=N/OC(=O)Cc2ccccc2[N+](=O)[O-])cc1,-4,-5,102,-2,-5,103,5,103,22,-2,-6
CCOc1ccc(CN2CCCN(C)CC2)cc1,3,-49,95,-13,-22,98,19,98,46,-15,-13
COc1ccccc1CNC(=O)CSc1nc2nc(C)cc(C)n2n1,-3,0,85,0,-2,86,-17,83,25,-4,-2
COc1ccc(-c2onc(C)c2-c2ccc3c(c2)OCCO3)c(O)c1,0,-1,99,-4,-2,102,-20,101,17,-3,1
CCSc1nnc(-c2ccc(Cl)cc2Cl)o1,-2,-3,103,-4,-3,98,-13,103,11,-5,0
COc1ccccc1NC(=O)c1sc2ncn(Cc3cccc(C)c3)c(=O)c2c1C,-1,1,91,4,2,89,-4,94,48,0,-1
COC(=O)c1[nH]c2ccccc2c1NC(=O)CN1CC(C)OC(C)C1 (stereo not drawn),-2,0,91,0,0,92,-40,93,17,0,0
CC1CCCN(C(=S)NCc2ccccc2)C1 (stereo not drawn),-4,-2,100,0,-10,104,-7,102,21,-1,-3
COc1ccc(OC)c(CNC(=O)CCN2C(=O)COc3ccccc32)c1,-3,-7,99,0,-3,100,-5,103,24,-8,-3
COc1ccc(C(=O)NCc2cccnc2)cc1OC,-1,0,94,-2,-1,99,-26,98,28,2,-1
CCCCn1nnnc1NCc1ccc(N2CCCC2)cc1,0,-1,95,-7,-8,92,-42,96,22,-7,-4
COc1cc(OC)c(C(=O)OC(C)C(=O)Nc2cc(C(F)(F)F)ccc2Cl)cc1OC (stereo not drawn),3,16,107,-1,-1,105,-14,96,10,-3,-2
Cc1noc(C)c1C(=O)OCC(=O)/C=C1\N(C)c2ccccc2C1(C)C,2,0,116,0,2,107,-33,114,20,0,1
O=C(c1cc2c(=O)oc3ccccc3c2s1)N1CCOCC1,-2,-6,105,-20,-9,102,-34,103,30,-7,-9
CN(Cc1ccccc1)C(=O)CSc1cc(=O)n(C)c2ccccc12,0,-3,101,-3,-3,104,-3,103,11,0,-2
CCOC(=O)NC(=O)COC(=O)CNC(=O)c1cccc(OC)c1,-2,-4,114,2,-2,103,-25,98,16,-1,-1
c1nc(COc2nsnc2N2CCOCC2)cs1,-1,-5,103,-21,-7,102,-5,102,26,-8,-7
CCCCNC(=O)c1sc(=S)n(-c2ccccc2OC)c1N,-5,-3,94,-4,-11,95,-21,89,4,-7,-8
CC1C(c2ccccc2)N(C)C(c2ccccc2)CC1(O)c1ccccc1 (stereo not drawn),-3,-7,101,-3,-7,104,-19,121,4,-4,-5
Cn1c(=O)oc2cc(S(=O)(=O)N3CCC(C(=O)Nc4ccc(OC(F)(F)F)cc4)CC3)ccc21,0,0,99,-9,-7,101,3,99,26,-7,3
O=C1C2ON(c3ccc(Br)cc3)C(c3cccnc3)C2C(=O)N1C1CCCCC1 (stereo not drawn),1,-1,100,-3,-1,100,-11,100,17,-1,0
CN(C)CCCOc1ccc(C(C)(C)c2ccccc2)cc1,-4,-6,105,-5,-3,108,2,117,26,-3,-7
CCSc1nc(-c2ccccc2)nc(C(Cl)Cl)n1,-1,-1,105,-11,-9,103,-1,101,17,-6,-7
COc1ccc(Cn2nnnc2C(c2ccccn2)N2CCN(c3cc(Cl)ccc3C)CC2)cc1 (stereo not drawn),3,-4,99,-9,-11,97,-11,102,10,-11,-1
CCCS(=O)(=O)N1CCC(CCOc2ccccc2)(C(=O)OCC)CC1,0,3,100,0,1,101,-6,100,24,0,2
Cc1cnc(NC(=O)c2ccco2)s1,-3,-2,102,0,-1,99,-25,102,20,1,-3
O=C(Nc1nc2ccccc2[nH]1)c1ccc(Br)o1,0,-1,108,0,0,105,-10,102,67,-1,0
COc1cccc(-n2nnc3c(=O)n(C/C=C/c4ccccc4)cnc32)c1,2,0,104,-11,-5,104,-12,109,25,-7,0
CCOP(=O)(c1ccccc1)C1(C#N)CCCC1 (stereo not drawn),4,9,101,2,0,98,-15,103,20,6,1
CCOC(=O)c1ccc(NC(=O)CSc2nc3ncccc3[nH]2)cc1,-2,-5,97,-4,-6,98,-26,99,8,-1,-5
Cn1cccc1Cc1nnc(SCC(=O)Nc2ccc(F)cc2)n1CCc1ccccc1,-3,0,96,-4,-4,98,-18,97,14,-2,-6
Cc1ccc(S(=O)(=O)c2c(C)nn(-c3ccccc3)c2OC(=O)c2ccco2)cc1,-3,-3,101,-4,-5,99,-20,98,13,-1,-4
Cc1cc(=O)n2[nH]cc(C(=O)O)c2n1,-6,-5,101,-1,-3,100,10,105,68,-1,-6
CCN(CC)S(=O)(=O)c1cc(NC(=O)c2cc(-c3ccccn3)nc3ccccc23)ccc1C,1,0,u,-3,0,92,-4,100,13,-5,-2
COc1ccc(-c2csc(NC(=O)C3=NN(c4ccccc4)C(=O)CC3)n2)cc1,-1,-3,108,-2,-5,108,-3,104,10,0,-2
CCn1c(SCC(=O)Nc2nccs2)nnc1-c1ccc(S(=O)(=O)N2CCCCCC2)cc1,0,-2,101,0,0,99,4,101,21,-1,-1
COc1ccc(N2C(=O)CC(Sc3nnnn3-c3ccc(F)cc3)C2=O)cc1 (stereo not drawn),-3,-5,u,-14,-3,97,-41,92,13,0,-2
COc1ccccc1-n1c(C)nnc1SCC(=O)NCc1ccccc1,-4,-5,95,0,-7,93,5,101,19,0,-6
COc1ccc(CCNC(=O)CN2CCN(c3cccc(Cl)c3)CC2)cc1OC,2,-1,94,0,3,98,-74,102,7,0,4
CC(C)(C)NC(=O)CSc1nnc(NC(=O)c2ccccc2Cl)s1,-13,-26,108,3,-4,107,-2,112,9,0,-21
c1csc(C2Nc3ccccc3-c3nc4ccccc4n32)c1 (stereo not drawn),-2,-6,101,-6,0,98,3,101,14,-4,-1
COc1ccc(NC(=O)/C=C2\SC(=O)NC2=O)cc1,-1,-1,94,-7,-6,95,2,96,19,-3,0
COC(=O)c1ccc(/C=N\N2CCN(Cc3ccc(C)cc3)CC2)cc1,-3,-1,100,-8,-4,101,-77,101,77,-4,-2
OC(COc1ccccc1)Cn1cc(Br)cn1 (stereo not drawn),-3,-2,99,-3,0,97,-10,97,44,0,-6
CCN(CC)CCCNC(=O)Cn1ncc2c(=O)oc3ccc(C)cc3c21,0,-1,112,-11,-5,111,-32,108,23,-8,0
CC(C)C(OC(=O)c1ccco1)C(=O)NCc1cccs1 (stereo not drawn),-2,-1,100,-15,-6,103,-6,103,19,-6,-5
Fc1ccc2nc(Nc3ccccc3)sc2c1,-7,-23,102,-4,-1,104,-3,105,9,-2,-11
COc1ccccc1CCn1cnc2c3cc(C)ccc3n(C)c2c1=O,0,-1,91,0,-3,94,22,98,16,-3,-3
O=C(c1ccco1)N1CCN(Cc2nnnn2CC2CCCO2)CC1 (stereo not drawn),0,2,101,-8,-3,100,-18,100,12,0,-1
N#Cc1c(NC(=O)c2ccccc2)sc2c1CCC2,0,0,105,0,-4,104,-69,111,13,0,1
O=C(Nc1ccc2oc(-c3cccc(F)c3)nc2c1)c1ccccc1F,1,5,101,-7,-2,106,12,103,16,1,1
CCOC(=O)Cc1c(C)nc(-c2ccccc2)[nH]c1=O,0,0,99,-8,-1,98,-7,99,41,-3,1
Cc1ccc2nc(C)cc(Cl)c2c1,-4,-3,101,-13,-4,105,-4,104,11,-4,-5
COc1ccc(N(CC(=O)N2CCc3ccccc3C2)S(=O)(=O)c2c(C)[nH]c(=O)[nH]c2=O)cc1,-1,0,95,-9,-8,95,-17,95,22,-5,-2
CCOc1cc(N2CCOCC2)c(OCC)cc1NC1=NCCCCC1,2,-1,97,-7,-4,98,-51,101,4,-2,-1
COC(=O)c1ccccc1NC(=O)c1cn(-c2ccc(C)c(C)c2)c(=O)c2ccccc12,3,1,95,3,0,97,-7,100,6,3,2
Cc1ccc(C(=O)Nc2ccc3c(c2)nc2n3CCSC2)cc1,0,-2,89,-13,-7,93,-24,90,30,-8,-2

# Another view of part of the listing above.
# Under each structure: Bim-Bcl-W, Mcl-1 Bim block, RGS7-Gao reg, Bim-Bfl-1, Bim-Bcl-B, RGS4-Gao reg, Mcl1-Bid inh, RGS8-Gao, GSH bead fluor, Bim-Bcl-2, Bcl-XL Bim block
> COc1ccc(NC(=O)/C=C2\SC(=O)NC2=O)cc1
  -1, -1, 94, -7, -6, 95, 2, 96, 19, -3, 0
> COC(=O)c1ccc(/C=N\N2CCN(Cc3ccc(C)cc3)CC2)cc1
  -3, -1, 100, -8, -4, 101, -77, 101, 77, -4, -2
> OC(COc1ccccc1)Cn1cc(Br)cn1 (stereo not drawn)
  -3, -2, 99, -3, 0, 97, -10, 97, 44, 0, -6
> CCN(CC)CCCNC(=O)Cn1ncc2c(=O)oc3ccc(C)cc3c21
  0, -1, 112, -11, -5, 111, -32, 108, 23, -8, 0
> CC(C)C(OC(=O)c1ccco1)C(=O)NCc1cccs1 (stereo not drawn)
  -2, -1, 100, -15, -6, 103, -6, 103, 19, -6, -5
> Fc1ccc2nc(Nc3ccccc3)sc2c1
  -7, -23, 102, -4, -1, 104, -3, 105, 9, -2, -11
> COc1ccccc1CCn1cnc2c3cc(C)ccc3n(C)c2c1=O
  0, -1, 91, 0, -3, 94, 22, 98, 16, -3, -3
> O=C(c1ccco1)N1CCN(Cc2nnnn2CC2CCCO2)CC1 (stereo not drawn)
  0, 2, 101, -8, -3, 100, -18, 100, 12, 0, -1
> N#Cc1c(NC(=O)c2ccccc2)sc2c1CCC2
  0, 0, 105, 0, -4, 104, -69, 111, 13, 0, 1
> O=C(Nc1ccc2oc(-c3cccc(F)c3)nc2c1)c1ccccc1F
  1, 5, 101, -7, -2, 106, 12, 103, 16, 1, 1
> CCOC(=O)Cc1c(C)nc(-c2ccccc2)[nH]c1=O
  0, 0, 99, -8, -1, 98, -7, 99, 41, -3, 1
> Cc1ccc2nc(C)cc(Cl)c2c1
  -4, -3, 101, -13, -4, 105, -4, 104, 11, -4, -5
> COc1ccc(N(CC(=O)N2CCc3ccccc3C2)S(=O)(=O)c2c(C)[nH]c(=O)[nH]c2=O)cc1
  -1, 0, 95, -9, -8, 95, -17, 95, 22, -5, -2
